USP2a block – USP2a (human) protease inhibition; 0.01% of 330,000 active; O75604; AID 463254; USP2 core, Ub-CHOP2 coupled fluorogenic reporter, 485/531; Potency, µM (top dose mostly 38.3 µM), inactives show at the highest dose activity change, negative = inhibition, most hits filed as inhibitors;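 further: potency means the concentration at half of the fitted maximal effect; plate controls were DMSO wells for no effect and full inhibition by NEM control for full effect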
Target sequence (O75604 whole entry, looked up): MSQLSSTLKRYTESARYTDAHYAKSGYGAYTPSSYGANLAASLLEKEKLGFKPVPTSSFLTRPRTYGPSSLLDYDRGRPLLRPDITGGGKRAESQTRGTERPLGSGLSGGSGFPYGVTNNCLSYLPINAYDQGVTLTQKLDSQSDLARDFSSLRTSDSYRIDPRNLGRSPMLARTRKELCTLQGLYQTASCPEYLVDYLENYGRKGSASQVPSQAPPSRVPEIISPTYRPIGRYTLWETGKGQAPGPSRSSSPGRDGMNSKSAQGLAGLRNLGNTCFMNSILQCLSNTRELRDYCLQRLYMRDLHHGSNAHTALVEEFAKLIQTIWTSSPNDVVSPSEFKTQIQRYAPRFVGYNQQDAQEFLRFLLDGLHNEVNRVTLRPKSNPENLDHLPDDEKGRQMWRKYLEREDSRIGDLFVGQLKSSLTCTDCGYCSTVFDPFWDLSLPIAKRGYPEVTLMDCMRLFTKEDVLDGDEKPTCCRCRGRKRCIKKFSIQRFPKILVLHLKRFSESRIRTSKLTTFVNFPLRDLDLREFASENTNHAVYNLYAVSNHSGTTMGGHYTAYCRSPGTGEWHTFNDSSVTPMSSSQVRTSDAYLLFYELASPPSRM
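USP2 core (10nM final) preincubated 30min RT with compound in 20mM Tris-HCl pH 8.0, 2mM CaCl2, 2mM beta-mercaptoethanol, 0.05% CHAPS; 25nM Ub-CHOP2 plus 25nM reporter substrate added, fluorescence (Ex485/Em531) read after 60min.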
A-T KAP1 phos – candidate therapy for ataxia-telangiectasia; […] A-T fibroblasts, KAP-1 phosphorylation AlphaLISA; neocarzinostatin DNA damage 30 min before lysis; 0.19% of 320,000 active; Potency, µM (doses to about 57.5 µM), inactives show at the top dose activation, usual class: activators; AID 485349; further: potency means the concentration at half of the fitted maximal effect; % of control where 0% means no effect; nearly all actives have a fitted effect of over 45% in size
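ATM-like activity read as KAP-1 phosphorylation via AlphaLISA donor/acceptor antibody pairs after lysis and 6 hr at 25C. Cells were ATM-null patient fibroblasts ([…], hTERT), dosed 60 min, then exposed to the DSB inducer NCS for 30 min.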
Eya2 inh – Eya2 (human) phosphatase inhibition | O00167 | recombinant Eya2, OMFP fluorescence dephosphorylation (OMFP is methylfluorescein phosphate) | Potency, µM (titrated, usually from 76.9 µM), without a hit: top-dose activity, negative = inhibition, usual class: inhibitors | 0.006% of 330,000 active; further: potency means the concentration at half of the fitted maximal effect; on the % scale 0 is the no-effect control and ±100 the full control effect
Target sequence (O00167 whole entry, looked up): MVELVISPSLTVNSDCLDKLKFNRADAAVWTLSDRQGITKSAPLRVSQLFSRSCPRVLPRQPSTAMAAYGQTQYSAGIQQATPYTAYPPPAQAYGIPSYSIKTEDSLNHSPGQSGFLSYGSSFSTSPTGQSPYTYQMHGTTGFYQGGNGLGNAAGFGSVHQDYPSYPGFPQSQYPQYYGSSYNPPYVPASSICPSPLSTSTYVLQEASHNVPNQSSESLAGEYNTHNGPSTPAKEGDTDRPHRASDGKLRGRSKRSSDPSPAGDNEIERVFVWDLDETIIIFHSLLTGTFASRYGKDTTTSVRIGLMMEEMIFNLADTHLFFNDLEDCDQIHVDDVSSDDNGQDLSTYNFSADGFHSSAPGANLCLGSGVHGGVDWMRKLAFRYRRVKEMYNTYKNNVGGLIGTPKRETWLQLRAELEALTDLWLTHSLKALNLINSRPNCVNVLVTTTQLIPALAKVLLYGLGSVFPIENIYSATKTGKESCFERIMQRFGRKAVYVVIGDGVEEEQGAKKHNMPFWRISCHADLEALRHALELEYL
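Eya2 (0.2 uM) preincubated 10 min at ambient with compound, then OMFP substrate added at 50 uM; 10 min reaction in 50 mM HEPES pH 7.5, 50 mM NaCl, 5 uM MgCl2, 0.05% BSA, 1 mM DTT. Fluorescence read at Ex 485/Em 525 nm.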
ELG1 repair inh – inhibitors of ELG1-dependent DNA repair in HEK293T cells; 2.3% of 330,000 active; Potency, µM (titrated, usually from 46.1 µM), inactives show top-dose activity change, negative = inhibition, usual class: inhibitors; HEK293T ELG1-luciferase reporter, luminescence, 16 h; DNA damage induced by 5-fluorouridine; further: potency means the concentration at half of the fitted maximal effect; on the % scale 0 is the no-effect control and ±100 the full control effect; nearly all actives have a fitted effect of over 55% in size
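DMSO vehicle served as the neutral condition. Each well held 2,000 cells given 5-fluorouridine plus compound; after 16 hr at 37 °C/5% CO2, ONE-Glo was added and luciferase measured 30 min later.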
Mito fusion yeast – mitochondrial division inhibition or fusion activation; S. cerevisiae fusion-defective mutant growth rescue, CellTiterGlo 48 h; Potency, µM (series often up to 46.1 µM), for the others: top-dose growth rescue (activation), most hits filed as activators; 0.23% of 320,000 active;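 further: potency means the concentration at half of the fitted maximal effect; % of control where 0% means no effect; nearly all actives have a fitted effect of over 45% in size; temperature-sensitive fusion mutants such as fzo1-1 at 37 °C on non-fermentable ethanol glycerol medium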
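S. cerevisiae fusion-defective temperature-sensitive mutants (e.g. fzo1-1, mgm1-5) grown 48 h at 37C in YPEG (ethanol/glycerol non-fermentable) medium with 23 nl compound per well; growth rescue read as CellTiterGlo luminescence.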
TSHR antag – human thyrotropin receptor antagonism. P16473. 0.2% of 330,000 active. activity change, negative = inhibition, % at 11.5 µM. TSHR-expressing cells, TSH-stimulated cAMP HTRF, 2 h; stronger effect = lower value;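 active means activity change below a set negative limit, meaning inhibition stronger than a set level, cut at about -70% in these data; inconclusive means activity change between two set negative limits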; further: on the % scale 0 is the no-effect control and ±100 the full control effect
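Read-out is FRET at 665 nm (cryptate excitation 337 nm) from a cryptate-tagged anti-cAMP antibody, competed by cell cAMP against cAMP-d2. Compounds are tested on freshly harvested TSHR cells challenged with 4nM TSH (EC80) for 2 hours at 37 deg C.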
TCR act – activators of T cell receptors; Potency, µM (doses to about 9.22 µM), inactives show at the top dose activation of IL-2 secretion, actives largely listed as activators; primary human leukocytes, anti-CD3, IL-2 HTRF, 48 h; 330,000 tested, under 10 active; further: % of control where 0% means no effect
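TCR engagement came from a-CD3 beads alone, with compounds added to primary human leukocytes for 48 hr. Secreted IL-2 bridged europium cryptate- and d2-labelled anti-IL-2 antibodies, giving FRET emission at 665nm after 320nm excitation.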
TRPV1 ag – human TRPV1 agonism; 0.19% of 320,000 active; AID 540275; TRPV1-expressing cells, Fluo-8 calcium influx, agonist mode; activation, % at 8.33 µM; Q8NER1; in the data active means activation above about 80%; inconclusive means between about 30% and that limit; further: 0% is about no effect
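Fluo-8 calcium influx in TRPV1-expressing cells, kinetic read (ex 480/em 520 nm). Compound added and read 3 min for agonist activity, followed by capsaicin at EC20 final and 2 min further read for enhancement.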
KCNH2 3.1 block – blocks the human KCNH2 3.1 channel isoform; activity change, % (tested at about 1.8 µM); U2OS KCNH2 3.1, thallium flux FluxOr; stronger effect = lower value; 0.95% of 340,000 active; AID 720553;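 active means maximum activity change below -70%; inconclusive means maximum activity change from -70% to -50%; inactive means maximum activity change above -50%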;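 further: thallium influx rate constant from kinetic fluorescence after stimulation buffer; on the % scale 0 is the no-effect control and ±100 the full control effect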
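Virally transduced U2OS (3.1 isoform, 4 h infection in dark at RT) → overnight 37 C → FluxOr + Red40 in HBSS/HEPES, 45 min → stimulation buffer, 2 min kinetic read → rate constant vs DMSO controls.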
KCNH2 WT inh – blocks the wildtype human KCNH2 potassium channel; Q12809; U2OS, BacMam KCNH2, thallium flux FluxOr; stronger effect = lower value; activity change, % at 1.84 µM; 0.37% of 340,000 active; AID 720551;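 active means maximum activity change below -70%; inconclusive means maximum activity change between -70% and -50%; inactive means maximum activity change above -50%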; further: on the % scale 0 is the no-effect control and ±100 the full control effect
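U2OS cells transduced with wild-type KCNH2 virus are loaded with FluxOr dye for 45 min, and thallium flux is measured in kinetic reads before and after stimulation buffer. Rate constants are normalized to DMSO controls.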
* hit, by the source's call; ? = inconclusive; / = no result given; [ ] = another dose, or the depositor's remark. Unless noted, the call rests on the fitted dose curve; in most records, active means well fitted curve in the direction sought with a large enough effect; inconclusive means small, poorly fitted or top-dose-only effect, or another doubt; inactive means no such curve, though single readings can be large; an effect the other way counts as inactive or inconclusive. Not all compounds are listed; count on the stated rates, not on these rows.

SMILES	USP2a block	A-T KAP1 phos	Eya2 inh	ELG1 repair inh	Mito fusion yeast	TSHR antag	TCR act	TRPV1 ag	KCNH2 3.1 block	KCNH2 WT inh
O=C(Cc1cccc2ccccc12)N1CCN(c2ncccn2)CC1	-0.1%	2.9%	2.8%	?	?	-0.8	-6.4%	2.4	13.8	-4.6
CCOC(=O)N1CCC(N2CCN(S(=O)(=O)c3ccc(C)cc3)CC2)CC1	3.8%	-4.1%	-3.7%	-18.5%	2.1%	-7.4	-0.5%	0.9	4.8	-4.3
COc1ccccc1CNC(=O)C1CSC2(C)CCC(=O)N12 (stereo not drawn)	-1.1%	-5.8%	22.1%	3.4%	-0.2%	7.9	2.5%	1.7	28.9	0.3
Cc1ccc2c(c1)nnn2C1CCN(CC(=O)Nc2ccc3c(c2)OCCO3)CC1	-1.5%	-8.0%	-10.6%	?	-1.2%	-6.0	/	5.9	5.8	-0.2
O=C(NCC1CCCO1)C1CCN(S(=O)(=O)Cc2ccccc2)CC1 (stereo not drawn)	0.5%	2.8%	-6.9%	15.6%	-3.3%	-5.4	3.9%	-0.9	-26.0	-1.1
O=C1C2C3C=CC(C4CC34)C2C(=O)N1/N=C/c1ccc([N+](=O)[O-])o1 (stereo not drawn)	-0.1%	27.3%	8.5%	?	-2.6%	-5.6	-4.5%	4.0	-18.3	7.3
CCCc1cc(=O)oc2cc(OCC(=O)N(C)C)c(Cl)cc12	-1.7%	-5.6%	10.7%	3.0%	4.7%	-0.6	-32.2%	1.0	0.9	-0.5
Cc1ccc(S(=O)(=O)Nc2ccc3c(c2)n(C)c(=O)n3C)cc1	0.8%	5.4%	17.8%	?	-1.2%	7.4	-3.9%	-3.9	2.9	-5.4
COc1ccccc1NCC(=O)c1ccc(C)c(C)c1	3.3%	0.1%	6.5%	?	-1.2%	-7.8	1.5%	13.6	3.6	-3.2
C=C(C)c1ccc(C(C)(C)NC(=O)N(Cc2ccccc2)Cc2ccco2)cc1	1.6%	-3.7%	9.5%	-3.2%	1.6%	-41.3	/	9.8	0.3	3.1
CCCCn1c(SCC(=O)Nc2cc(C)on2)nc2ccsc2c1=O	-0.1%	1.2%	8.8%	10.6%	1.2%	3.5	/	-1.8	29.4	-0.2
Oc1ccc(/C=N/Nc2nc(N3CCCCCC3)nc(N3CCCCCC3)n2)c(O)c1	-6.0%	-2.1%	-6.9%	?	2.9%	2.6	-0.2%	25.3	-19.8	-8.5
CCOc1cccc(/C(O)=C2/C(=O)C(=O)N(CCOC)C2c2ccco2)c1 (stereo not drawn)	1.0%	2.5%	24.1%	5.0%	-4.7%	14.8	-0.9%	11.3	-5.4	-9.9
CC(=O)Nc1cccc(C(=O)Nc2nc(C)cs2)c1	-0.2%	2.2%	-10.3%	?	-2.8%	-1.5	7.0%	4.4	-5.7	7.0
Cc1cc(NC(=O)CSc2nc3ccccc3cc2C#N)no1	1.5%	1.2%	1.6%	?	0.3%	-4.8	2.3%	0.6	-42.8	12.2
O=C(Cn1cc([N+](=O)[O-])cn1)Nc1ccccn1	1.2%	2.8%	11.7%	0.4%	-1.1%	-6.1	-9.2%	0.2	1.2	-3.3
O=C1CCC(=O)N1c1ccc(CSc2nc3ccccc3[nH]2)cc1	3.1%	0.5%	-2.8%	?	-3.9%	-12.5	-0.7%	-0.7	2.2	0.2
CC(C)(C)OC(=O)C[C@H]1C/C=C\C[C@@H](CC(=O)N[C@@H](CO)Cc2ccccc2)C(=O)NCCOC1=O	3.8%	-1.8%	6.5%	18.1%	/	-9.2	-2.3%	/	-6.5	10.1
CC(C)NCC(O)c1ccc2ccccc2c1 (stereo not drawn)	-0.9%	-5.2%	9.1%	8.3%	1.7%	0.3	-0.2%	-5.6	-6.3	2.9
Cc1ccc(S(=O)(=O)NCC(=O)OCC(=O)NCc2ccc3c(c2)OCO3)cc1	-4.3%	-0.8%	-13.0%	0.4%	-3.1%	-8.2	2.6%	-2.7	7.3	-5.5

Entries of single compounds as entered above. Order of screens: USP2a block	A-T KAP1 phos	Eya2 inh	ELG1 repair inh	Mito fusion yeast	TSHR antag	TCR act	TRPV1 ag	KCNH2 3.1 block	KCNH2 WT inh
O=C(Cn1cc([N+](=O)[O-])cn1)Nc1ccccn1 as listed: 1.2%	2.8%	11.7%	0.4%	-1.1%	-6.1	-9.2%	0.2	1.2	-3.3
CC(C)(C)OC(=O)C[C@H]1C/C=C\C[C@@H](CC(=O)N[C@@H](CO)Cc2ccccc2)C(=O)NCCOC1=O as listed: 3.8%	-1.8%	6.5%	18.1%	/	-9.2	-2.3%	/	-6.5	10.1

Additional results.
SMILES	USP2a block	A-T KAP1 phos	Eya2 inh	ELG1 repair inh	Mito fusion yeast	TSHR antag	TCR act	TRPV1 ag	KCNH2 3.1 block	KCNH2 WT inh
COc1cc(OC)cc(-c2nc3nc(C)c(CCC(=O)NCC(OC)OC)c(C)n3n2)c1	2.3%	0.2%	13.1%	-1.4%	2.3%	-4.2	6.2%	1.2	/	6.9
CCOC(=O)Cc1cn(C(=O)OC(C)(C)C)c2ccccc12	1.4%	8.8%	-13.4%	22.7%	6.7%	-2.4	4.1%	17.9	/	/
Cc1ccc(CNC(=O)COC(=O)CCCOc2ccc(Cl)cc2Cl)cc1	-0.7%	-2.2%	-5.1%	25.4%	-0.9%	-7.8	-4.4%[46.1 µM]	18.6	-11.2	1.1
CCN(CC)C(=O)c1[nH]cnc1C(=O)N[C@@H](Cc1ccccc1)C(=O)OC(C)(C)C	-0.5%	-12.4%	3.3%	0.0%	1.9%	31.2	1.5%	21.7	6.5	-7.6
COc1cccc(-c2nc(OC(C)C)c3ccccc3n2)c1	3.0%	?	12.0%	3.6%	0.9%	-10.0	-4.9%	3.5	-4.1	-46.3
CCCCCC(=O)N=Nc1c(O)[nH]c2ccc([N+](=O)[O-])cc12	1.9%	5.6%	-2.6%	5.0%	-2.6%	2.1	2.9%[46.1 µM]	2.8	-3.7	2.2
Cc1ccc(NC(=S)NNc2ncc(C(F)(F)F)cc2Cl)cc1	3.3%	0.1%	-1.1%	?	-3.5%	0.1	1.2%[46.1 µM]	24.8	1.3	0.2
NS(=O)(=O)c1ccc(CCNC(=O)COC(=O)CC(c2ccccc2)c2ccccc2)cc1	1.3%	3.2%	-5.3%	20.6µM*	0.7%	-12.7	-7.3%	9.9	-0.7	-0.1
O=C(O)CCCCCNC(=O)c1ccc(Br)cc1	-1.1%	/	0.4%	13.9%	-0.3%	10.1	/	-7.8	-2.8	-8.1
O=C(Nc1ccccc1)C1CCCCN1S(=O)(=O)c1ccccc1 (stereo not drawn)	-0.8%	1.3%	-2.8%	1.4%	5.2%	-6.2	/	3.1	-6.2	-9.9
COC(=O)c1ccc(NC(=O)c2cccnc2)cc1	0.9%	3.2%	15.2%	9.6%	1.3%	-0.7	-1.3%	8.1	-4.7	3.1
Cc1cccc(OCC(=O)N2CCC(c3ccccc3)C2)c1 (stereo not drawn)	0.3%	18.1%	6.8%	?	-8.0%	-4.4	/	-9.0	-3.2	-17.7
COC(=O)[C@]1(C)N[C@H](CN(C)C(=O)Nc2ccc(OC)cc2)[C@@H]2C(=O)N(C)C(=O)[C@@H]21	4.2%	13.8%	4.0%	?	/	0.6	-4.1%	/	12.3	-7.5
Cc1ccc(NC(=O)NC2(C(=O)NCc3ccccc3)CCCCC2)cc1	1.7%	0.1%	12.8%	4.9%	-2.1%	-0.5	4.5%	1.1	-12.5	-3.7
CCN1CCN(c2ccc(S(=O)(=O)N3CCOCC3)cc2NC(=O)c2ccc(C(F)(F)F)cc2)CC1	1.0%	3.8%	0.0%	0.4%	0.4%	-2.5	/	-1.4	-2.6	15.5
Cc1cc(C)c2nc(N(CCN(C)C)C(=O)c3ccc4ccccc4c3)sc2c1	-1.6%	1.9%	-12.8%	-0.5%	-9.4%	-3.4	-1.8%	4.4	5.6	12.9
CC(C)(C)NC(=O)CN(C(=O)C(=O)Nc1ccc2c(c1)OCCO2)C1CCCC1	-0.4%	8.6%	-18.9%	7.3%	27.0%	1.5	0.9%	-2.3	11.4	1.9
CC(NS(C)(=O)=O)C(c1cccs1)N1CCN(c2ccccc2)CC1 (stereo not drawn)	-0.8%	-3.3%	-4.8%	1.2%	6.2%	-5.0	-0.3%[46.1 µM]	7.1	6.3	8.6
COc1cc(/C=C2/C(=O)NN(c3ccc(C)c(Cl)c3)C2=O)cc([N+](=O)[O-])c1O	-2.0%	-34.3%[inhibitor]	2.1%	-2.0%	-22.8%	-11.5	-5.1%	1.2	16.5	-2.4
Cc1nc(NCCN)c(C#N)c2c1COC(C)(C)C2	2.4%	2.2%	-14.4%	-18.4%	-7.9%	-7.1	0.7%[46.1 µM]	-3.3	/	3.6
O=C1CSC(c2ccccc2)N1c1ccccc1F (stereo not drawn)	4.7%	-14.3%	8.9%	-4.5%	-9.2%	-4.0	1.1%	-2.9	-11.3	0.2
c1cc(C2CCN(Cc3nc(-c4ccc5c(c4)OCO5)no3)CC2)ccn1	4.4%	-1.4%	-8.9%	?	-0.7%	-6.7	-5.2%	1.7	4.7	-0.2
